NPY2 pot ag: NPY-Y2 potentiators or agonists, primary screen, cell-based. Neuropeptide Y receptor type 2 (Homo sapiens), P49146. activation, % at 3.6 µM. cells expressing NPY-Y2, potentiator/agonist read-out. 220,000 tested, 0.45% active; in the data active means activation above about 27%;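 further: cells stimulated with NPY near EC25 plus isoproterenol at EC100; 0% = vehicle plus submaximal agonist and 100% = vehicle plus saturating agonist; some results beyond the cut were filed as inactive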
Target sequence (P49146 whole entry, looked up): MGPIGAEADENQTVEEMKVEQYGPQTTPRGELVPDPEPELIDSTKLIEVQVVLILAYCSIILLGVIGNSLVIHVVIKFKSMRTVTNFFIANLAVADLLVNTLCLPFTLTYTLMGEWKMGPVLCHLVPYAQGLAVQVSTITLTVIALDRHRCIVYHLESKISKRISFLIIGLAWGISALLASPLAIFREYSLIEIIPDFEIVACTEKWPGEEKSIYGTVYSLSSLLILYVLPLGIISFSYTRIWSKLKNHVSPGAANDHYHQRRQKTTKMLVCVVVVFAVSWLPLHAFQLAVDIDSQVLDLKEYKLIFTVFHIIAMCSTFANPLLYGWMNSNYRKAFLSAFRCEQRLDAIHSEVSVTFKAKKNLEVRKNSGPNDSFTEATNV
Ba/F3 V617F tox: reduced viability of JAK2V617F-dependent Ba/F3 cells, primary screen, JAK2V617F inhibitor project, cell-based, Ba/F3 EpoR-JAK2V617F, luminescence. ATP luminescence. inhibition, % at 5.6 µM. 220,000 tested, 1.1% active;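 active means inhibition above the campaign mean plus 3 SD over all tested compounds, cut at about 24% in these data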;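 further: cytokine-independent growth of Ba/F3 cells driven by EpoR plus mutant JAK2; 0% = DMSO-treated cells and 100% = JAK inhibitor I control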
S1P4 agonist: S1P4 receptor agonists, primary screen, cell-based | Sphingosine 1-phosphate receptor 4 (Homo sapiens), O95977 | S1P4-expressing cell line, agonist reporter assay | activation, % at 4.98 µM | 220,000 tested, 0.35% active | AID 1509, 2009; in the data active means activation above about 11%;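 further: 0% = DMSO vehicle and 100% = reference agonist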
Target sequence (O95977 whole entry, looked up): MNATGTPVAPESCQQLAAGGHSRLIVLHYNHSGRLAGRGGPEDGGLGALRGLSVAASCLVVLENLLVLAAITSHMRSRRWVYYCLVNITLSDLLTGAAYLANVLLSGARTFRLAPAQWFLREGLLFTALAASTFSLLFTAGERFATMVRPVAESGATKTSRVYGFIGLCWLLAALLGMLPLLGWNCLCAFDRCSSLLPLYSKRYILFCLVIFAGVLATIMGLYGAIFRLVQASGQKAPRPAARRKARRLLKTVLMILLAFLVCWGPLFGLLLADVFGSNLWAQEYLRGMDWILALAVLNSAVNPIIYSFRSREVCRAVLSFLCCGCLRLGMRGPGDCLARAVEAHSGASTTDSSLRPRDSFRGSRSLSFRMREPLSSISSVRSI
BaF3 parental: parental Ba/F3 cell viability inhibition, counter-screen for JAK2V617F inhibitor project, murine pro-B, CellTiter-Glo luminescence; AID 1486, 2009; CellTiter-Glo ATP luminescence; 220,000 tested, 1.1% active; inhibition, % at 5.6 µM;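 active means inhibition above a per-campaign cutoff, the mean inhibition of all tested compounds plus 3 SD, cut at about 27% in these data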;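 further: 0% = DMSO wells and 100% = JAK Inhibitor I control wells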
NCF1 inh: p47phox/p22phox peptide binding inhibitors, primary screen, biochemical, uHTS, NADPH oxidase regulatory subunit; inhibition, % at 24.7 µM; fluorescence polarization, 2 h; 220,000 tested, 0.53% active; AID 1274, 2008;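 active means inhibition above about 30%, limit read from the data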;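 further: 0% = p47phox with labelled peptide and 100% = labelled peptide alone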
NPY-Y1 PAM-ag: NPY-Y1 receptor potentiators or agonists, primary screen, cell-based | NPY-Y1 expressing cells, potentiator/agonist activation | Neuropeptide Y receptor type 1 (Homo sapiens), P25929 | activation, % at 3.6 µM | 220,000 tested, 0.37% active | AID 1304, 2008; in the data active means activation above about 33%, passing the limit was not always enough;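 further: cells stimulated with NPY at EC10 then isoproterenol at EC100; 0% = low agonist plus stimulus and 100% = saturating agonist plus stimulus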
S1P4 antagonist: S1P4 receptor antagonists, primary screen, cell-based | Sphingosine 1-phosphate receptor 4 (Homo sapiens), O95977 | 220,000 tested, 0.26% active | inhibition, % at 4.98 µM | AID 1510, 2009 | S1P4-expressing cells, antagonist mode, reporter read-out; in the data active means inhibition above about 29%;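 further: 0% = wells stimulated with agonist and 100% = vehicle wells without agonist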
NPY Y1 blocker: NPY-Y1 receptor antagonists, primary screen, cell-based. inhibition, % at 3.6 µM. 200,000 tested, 1% active. AID 1040, 2008. HEK293-CNG Y1 cells, membrane potential fluorescence; NPY at EC95, then isoproterenol;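 active means inhibition above the campaign mean inhibition of all tested compounds plus 3 SD, cut at about 20% in these data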;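 further: 0% = DMSO wells given NPY plus isoproterenol and 100% = isoproterenol alone without NPY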
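Assay system: HEK293 cells with Y1 receptor plus CNG channel | Probe or stimulus: NPY (25 nM), isoproterenol (1 µM), Ro 20-1724 (25 µM) | Timing: Compound incubation 1 h at room temperature, readout 45 min post-stimulation | Measured by: Membrane-potential fluorescent dye readout | Benchmarks: High control isoproterenol alone, low control NPY with isoproterenol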
CHOP inhibitor: inhibitors of CHOP promoter induction, primary screen, cell-based, unfolded protein response, luciferase reporter; CHO-K1 CHOP-promoter luciferase, tunicamycin-induced, 15-18 h; inhibition, % at 10 µM; 220,000 tested, 3.8% active; AID 2732, 2010;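 active means compounds that reduced the stress-induced luciferase reporter signal by more than about 70% of percent inhibition, limit read from the data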;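 further: 0% = tunicamycin plus vehicle and 100% = wells without tunicamycin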
Active calls of the source: *; . = not tested or not shown.

The line under a structure holds: NPY2 pot ag	Ba/F3 V617F tox	S1P4 agonist	BaF3 parental	NCF1 inh	NPY-Y1 PAM-ag	S1P4 antagonist	NPY Y1 blocker	CHOP inhibitor
Cc1ccc2c(c1)c1c(n2C)C(=O)CCC1
    -3	1	-2.5	3	-4	-1	5	1	20
COc1cc(C(=O)OCC(=O)Nc2ccc(SC(F)F)cc2)cc(OC)c1OC
    -8	-6	1.0	-1	-5	-37	1	7	-22
CN(Cc1cn(-c2ccccc2)nc1-c1cc2ccccc2o1)C(=O)CCC(=O)O
    -5	7	-0.3	7	5	-19	2	-5	-16
N/C(=N\S(=O)(=O)c1ccccc1)c1ccc([N+](=O)[O-])cc1
    3	4	0.1	7	0	-5	-21	1	11
O=C(CN1CCSc2ccccc21)NCCCc1ccccc1
    11	-3	-1.4	-1	-9	-4	-5	-4	3
COc1cccc2c1OC1(C)CC2NC(=O)N1c1cccc(C(=O)N2CCN(c3ccccn3)CC2)c1 (stereo not given)
    11	1	-2.9	4	-9	3	1	4	17
COc1ccccc1C1CC(c2ccc(Cl)cc2)Nc2nc(N)nn21 (stereo not given)
    -8	-5	0.8	0	-2	18	0	5	-13
O=C1C=CC(=O)N1c1ccc(N2CCCCC2)cc1
    10	-1	-0.8	3	1	-2	-15	-4	94*
COc1ccc(CC(=O)c2ccc(OC)c(OC)c2)cc1
    0	1	0.3	6	-2	1	-6	5	-12
O=C(O)C1C2C=CC(C2)C1C(=O)Nc1cccc(F)c1 (stereo not given)
    12	-2	-0.4	7	-15	4	-9	-4	-37
COc1ccc(NC(=S)Nc2cccc(C(F)(F)F)c2)c(C)c1
    -6	-1	2.4	-1	-3	10	-22	5	50
OC(CN1CCc2ccccc2C1)c1ccccc1 (stereo not given)
    3	2	0.1	2	5	0	-14	-2	-30
COC(=O)C1=CN(C)C=C(C(=O)OC)C1c1ccsc1
    0	3	5.0	7	-1	6	-10	-5	-9
C=CCNc1c2c(nc3ncnn13)CC(C)CC2 (stereo not given)
    3	4	1.6	3	-3	-5	2	2	3
Cc1ccc(CN2CCN(CC(=O)NC(C)CCc3ccccc3)C2=O)cc1 (stereo not given)
    -14	2	3.1	5	-1	12	-18	0	64
COc1ccc(OC)c(C2C3CN(C(C)C)CC=C3C(C#N)=C(N)C2(C#N)C#N)c1 (stereo not given)
    -3	2	0.7	3	-14	-5	-1	-6	-30
COc1ccc(Br)cc1S(=O)(=O)NNC(=O)c1c(C)nc2ccccn12
    9	-2	0.7	6	-2	15	-11	-1	-6
Nc1c(C(=O)Nc2ccc(Br)cc2)sc2nc(-c3ccco3)ccc12
    -3	4	1.7	4	-15	8	-7	1	-10
CC(C)N1C(=O)C2C(C(=O)NC3CCCCC3)C3C=CC2(O3)C1C(=O)NC1CCCCC1 (stereo not given)
    4	4	-3.2	3	-2	8	0	2	15
CCOc1ccc(C(=O)Nc2ccc(-c3cc4ccccc4oc3=O)c(C)c2)cc1[N+](=O)[O-]
    -3	-2	0.8	0	-2	7	-11	-4	23
CN(C)CCCCCCCCCCC(=O)/C=N/O
    -4	1	2.7	8	.	-8	0	6	.
Cc1ccc(C(=O)OCC(=O)c2c[nH]c3ccccc23)cc1NC(=O)c1ccco1
    -19	1	0.5	6	-7	-3	-19	-2	19
CN(CCc1ccccn1)S(=O)(=O)c1ccc2c3c(cccc13)C(=O)N2
    13	-1	3.5	2	-7	10	14	-3	20
Cc1ccc(S(=O)(=O)N2CCC(C(=O)NCCCOC(C)C)CC2)cc1
    3	-1	-0.9	2	1	-4	-3	0	5
COc1cc(C)c(NC(=O)C(=S)NCCc2ccccc2)cc1C
    7	-3	3.1	3	-3	-21	-23	4	33
O=C(Cc1cccc2ccccc12)Nc1nc(-c2cccc([N+](=O)[O-])c2)cs1
    3	-3	0.2	0	-2	-13	-22	2	31
O=C(c1ccc([N+](=O)[O-])s1)N1CCN(c2ccccc2)CC1
    -10	0	-0.4	7	-11	13	-1	3	-12
CCN(CC)C(=O)N1CCc2ccccc21
    12	-1	-1.6	3	1	3	0	3	0
Cc1ccc(S(=O)(=O)Nc2nc3ccc(S(C)(=O)=O)cc3s2)cc1
    11	-2	-0.7	3	0	5	17	-1	18
Cc1ccc2c(c1)NC(=O)c1cccc([N+](=O)[O-])c1CO2
    -15	7	0.3	11	-3	-27	-16	-6	7
CCC(Sc1ncnc2c1c(-c1ccccc1)cn2-c1ccc(OC)cc1)C(=O)OC (stereo not given)
    -6	0	0.4	7	-1	-20	-3	3	35
CCCc1nnc(NC(=O)C2CCCO2)s1 (stereo not given)
    6	1	0.5	0	-6	6	1	-8	-14
Cc1onc(-c2ccccc2)c1C(=O)Nc1ccc(S(=O)(=O)NC(C)(C)C)cc1
    -2	0	7.3	12	-5	14	-4	-2	19
Cc1nc2sc3c(c2c(=O)n1NC(=O)CCl)CCCC3
    -9	0	0.1	7	1	0	1	2	14
CNC(=O)c1ccc(-c2sc3nc(N4CCOCC4)c4c(c3c2N)CC(C)(C)OC4)o1
    11	-1	-1.1	1	-18	9	-5	3	-1
CC(C)c1ccc(C2C3CSCC=C3C(C#N)=C(N)C2(C#N)C#N)cc1 (stereo not given)
    -1	-3	1.3	5	-82	-9	17	-3	106*
COc1ccc(NC(=S)NCC2CCCO2)c(C)c1 (stereo not given)
    12	2	0.4	1	-7	-5	-3	-4	-18
Cc1ccc(Cl)cc1N1CCN(C(=O)c2cn(C)c(=O)c3c2c2ccccc2n3C)CC1
    -11	0	-0.2	0	-20	-2	-8	-2	79*
COc1ccc(/C=N/NC(=O)c2ccc(COc3ccccc3Cl)o2)c(OC)c1C
    9	-1	1.2	5	-2	-14	-8	2	87*
COc1ccc(C(=O)CSc2ncn[nH]2)cc1OC
    -6	2	0.8	2	-10	-2	-4	5	-1
CCc1ccc(NC(=O)CCN2C(=O)c3cccnc3C2=O)cc1
    -7	1	0.4	2	1	-29	1	-1	23
Cc1ccccc1C(=O)OCCCN=C1NS(=O)(=O)c2ccccc21
    4	-2	2.4	0	-9	-1	7	-5	4
O=S(=O)(c1ccccc1)N1CCN=C1SCc1ccc(Cl)cc1
    -6	0	0.1	1	0	2	10	11	46
S=C(NCCc1ccccc1)N/N=C/c1ccccc1Cl
    -23	-1	-0.8	4	-6	-57	3	10	44
COc1ccc(NC(=O)N2CCCC(c3nc(-c4ccc(OC)cc4)no3)C2)cc1 (stereo not given)
    -22	2	0.8	7	2	-8	-6	10	-12
O=C1CC(C2CCCO2)C(=O)N1c1ccccc1 (stereo not given)
    -10	-3	0.2	2	-7	-2	7	-2	2
O=C(O)CCCc1ccccc1
    0	2	0.5	3	0	1	-6	3	-1
CN(Cc1ccon1)C(=O)CCc1nnc(Cc2ccc(-c3ccccc3)cc2)o1
    -2	-1	1.3	11	-9	5	-18	0	36
CN1C(=O)/C(=C/C=C2\SCCN2C)OC1=S
    0	-7	-1.2	2	-7	8	-3	1	-25
O=S(=O)(NCc1ccco1)c1cccc2cccnc12
    12	-5	-2.3	2	-12	12	-3	-6	-4
Cc1ccc(S(=O)(=O)N2CCN(C(=O)c3nn(C(C)C)c(=O)c4ccccc34)CC2)cc1C
    -7	1	-3.5	9	-7	-12	9	0	7
CCOC(=O)c1c(NC(=O)COC(=O)C2CC2C)sc(C)c1C (stereo not given)
    -24	-1	0.0	8	-14	-30	-17	19	70*
CCN(CC)Cc1c(NC(=O)c2ccccc2)sc(C)c1C
    12	-1	-0.7	2	-2	8	8	0	-8
Cc1c(C(C)C)c(=O)n(-c2ccc(S(=O)(=O)NCc3ccccc3)cc2)n1C
    35*	42*	-0.2	72*	3	-23	12	-1	51
C/C(=N/NC(=O)c1ccc2c(c1)OCO2)c1ccc(NC(=O)C(F)(F)F)cc1
    3	-2	0.4	4	34*	2	-8	3	24
O=C(N/N=C/c1ccccc1[N+](=O)[O-])c1ccc(COc2ccccc2-c2ccccc2)cc1
    6	2	0.3	5	-11	-42	-32	7	9
CCOc1ccc(C(=O)NCc2ccncc2)cc1OCC
    5	-2	-0.5	1	1	13	-5	2	15
O=C1CN(c2ccccc2F)C(=O)CN1c1ccccc1F
    -5	4	1.9	4	-14	14	-23	2	53
CCCC12CN3CCN(CC(C3)/C1=N\NC(=O)Nc1ccccc1)C2
    -3	-4	1.0	4	-21	-26	2	10	9
COC(=O)c1ccccc1NC(=O)N1c2ccccc2Sc2ccccc21
    -13	1	0.2	4	-10	-62	6	6	47

Next structures:
The line under a structure holds: NPY2 pot ag	Ba/F3 V617F tox	S1P4 agonist	BaF3 parental	NCF1 inh	NPY-Y1 PAM-ag	S1P4 antagonist	NPY Y1 blocker	CHOP inhibitor
Cc1cccc(Oc2cc([N+](=O)[O-])cc3c2C(=O)Nc2ccccc2O3)c1
    6	2	3.2	9	-212	-4	-23	2	92*
CCCCn1c(CN2CCN(C(=O)c3ccco3)CC2)nc2c1c(=O)n(C)c(=O)n2C
    -7	4	-0.2	4	0	12	-12	6	-24
CCCCOc1ccc(S(=O)(=O)NNC(=O)C2Cc3c(ccc4ccccc34)O2)cc1 (stereo not given)
    -37	-4	0.6	5	-2	-20	-6	8	98*
COc1cccc(NC(=S)NCCC(c2ccccc2)c2ccccc2)c1
    -9	2	1.8	6	-8	-18	-10	3	47
CCCCCC(=O)N/N=C/c1cc(Br)c(O)c(OC)c1
    6	4	0.2	3	4	1	-19	2	38
O=C(COC(=O)CNC(=O)c1ccco1)Nc1ccc(Cl)cn1
    -23	-2	0.6	1	-9	-33	-4	-2	6
Cc1ccn(CC(=O)O)c(=O)c1
    11	0	1.9	6	-12	18	-11	-4	4
O=C(N/N=C/c1cc(Br)ccc1O)c1ccncc1
    -9	6	1.6	4	-3	-15	4	.	69
CC1(c2ccccc2)NC(=O)N(CC(=O)NCCC2=CCCCC2)C1=O (stereo not given)
    3	-3	-1.2	5	5	-1	-9	6	-7
S=C(Nc1cccc(Cl)c1)NC1CC2CCCC(C1)N2C1CCCC1 (stereo not given)
    4	0	-0.1	5	-22	6	-9	-1	26
COc1ccc2[nH]c(=O)c(CN(CCN(C)C)C(=O)NCc3ccccc3)cc2c1
    8	2	0.8	5	-11	1	7	-4	33
CN(Cc1ccccc1)c1nc(-c2ccc([N+](=O)[O-])cc2)nc2ccccc12
    9	-1	3.2	4	-3	14	-10	0	30
CN(C1CCCC1)C1CCN(C(=S)Nc2cc(F)cc(F)c2)CC1
    3	31*	-0.5	20	1	-5	-14	3	-2
Cc1nc(NCCCn2ccnc2)c2ccccc2n1
    1	0	2.3	15	-10	13	-13	0	-9
Nn1c(-c2ccccc2Cl)nnc1-c1ccccc1Cl
    2	1	0.4	-1	-4	1	2	0	0
O=C(NC1CCCC1)C1CCCN1C(=O)Nc1ccccc1Cl (stereo not given)
    -13	1	-1.6	-3	-3	0	-12	-2	-23
O=C(CCc1ccccc1)NNC(=O)c1ccccc1F
    5	1	-1.7	6	-6	1	8	3	-4

Screens (PubChem BioAssay)
